# CHOP inhibitor: blocks CHOP induction under ER stress; CHO-K1 CHOP-promoter luciferase, tunicamycin-induced, 15-18 h; inhibition, % at 10 µM; actives 3.8% (n = 220,000); AID 2732;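 active = compounds that reduced the stress-induced luciferase reporter signal by more than about 70% of percent inhibition, limit read from the data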;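 also: 0% = tunicamycin plus vehicle and 100% = wells without tunicamycin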
# EBV gp42 inh: blocks Epstein-Barr virus glycoprotein 42 binding; Q1HVG2; Fluorescence polarization binding assay, mP read-out; inhibition, % (tested at 21.74 µM); actives 0.42% (n = 220,000); AID 1085; in the data active = inhibition above about 50%
# PPC-1+TRAIL kill: PPC-1 cancer cell killing with TRAIL present. PPC-1 cells + TRAIL, ATPLite viability luminescence. cell killing (% activity), % at 4 µM. actives 0.41% (n = 220,000);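 active = cell killing above 50% in the first pass at 4 µM, then a duplicate retest at 5 µM averaging 50% or more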;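 also: plate controls were cells with TRAIL plus DMSO for no effect and medium-only wells lacking cells for full effect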
# p47phox inh: p47phox (human) inhibition | P14598 | p47phox/p22phox peptide binding, fluorescence polarization, 2 h | inhibition, % at 24.7 µM | actives 0.53% (n = 220,000);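 active = inhibition above about 30%, limit read from the data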;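 also: 0% = p47phox with labelled peptide and 100% = labelled peptide alone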
# Target sequence (P14598 whole entry, looked up): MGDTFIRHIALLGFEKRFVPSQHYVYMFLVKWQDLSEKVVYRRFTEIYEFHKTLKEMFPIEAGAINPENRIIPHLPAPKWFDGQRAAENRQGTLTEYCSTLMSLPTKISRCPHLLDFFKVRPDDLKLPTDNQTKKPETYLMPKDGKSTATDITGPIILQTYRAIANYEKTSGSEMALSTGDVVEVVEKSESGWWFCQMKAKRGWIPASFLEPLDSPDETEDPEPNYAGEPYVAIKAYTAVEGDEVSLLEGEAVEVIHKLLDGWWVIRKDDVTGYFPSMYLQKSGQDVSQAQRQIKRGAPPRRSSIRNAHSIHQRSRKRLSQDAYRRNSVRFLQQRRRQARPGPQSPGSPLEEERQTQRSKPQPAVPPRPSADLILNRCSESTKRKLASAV
# zfTRPN1 agonist: agonists of zebrafish TRPN1 channel; HEK293 zebrafish TRPN1-YFP, Fluo-8 calcium fluorescence; 100% = response to 87 µM carbachol; activation, % at 3 µM; actives 0.18% (n = 220,000);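 active = activation above its plate's cutoff, the mean activation of test wells on that plate plus 3 SD, cut at about 19% in these data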;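 also: 0% = DMSO alone and 100% = 87 µM carbachol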
#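 Material: zebrafish TRPN1-YFP in HEK293 cells. Doses: one dose of 3 µM, 0.3% DMSO. Incubation: dye 1 h 37 °C plus 30 min RT. Measured by: intracellular calcium fluorescence with Fluo-8.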
# Runt-SMMHC FRET: Runt domain-CBFb-SMMHC interaction inhibition; Cerulean-Runt/Venus-CBFb-SMMHC FRET ratio 530/480, 1 h; inhibition, % at 20 µM; actives 0.74% (n = 220,000);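 active = mean inhibition across duplicate retests at 20 µM reaching about 50%, limit read from the data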;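 also: 0% = DMSO wells and 100% = wells with excess untagged CBFb-SMMHC; inhibitors lower the FRET ratio by blocking Runt binding to CBFb-SMMHC; some results filed as inactive read as strong as hits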
# MDM2 E3 inh: Mdm2 E3 ligase (human) inhibition; actives 0.11% (n = 210,000); AID 1230; signal enhancement, % at 5 µM; Q00987; cell-based MDM2 ubiquitination luciferase reporter, 2 h; 0 = plate control, 100 = twice control, blank-subtracted;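 active = signal enhancement of 30% or more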;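 also: luminescence tracks abundance of the self-degrading MDM2-luciferase fusion protein; higher signal means inhibition of MDM2 E3 ligase activity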
# Target sequence (Q00987 whole entry, looked up, the tested form may be a part): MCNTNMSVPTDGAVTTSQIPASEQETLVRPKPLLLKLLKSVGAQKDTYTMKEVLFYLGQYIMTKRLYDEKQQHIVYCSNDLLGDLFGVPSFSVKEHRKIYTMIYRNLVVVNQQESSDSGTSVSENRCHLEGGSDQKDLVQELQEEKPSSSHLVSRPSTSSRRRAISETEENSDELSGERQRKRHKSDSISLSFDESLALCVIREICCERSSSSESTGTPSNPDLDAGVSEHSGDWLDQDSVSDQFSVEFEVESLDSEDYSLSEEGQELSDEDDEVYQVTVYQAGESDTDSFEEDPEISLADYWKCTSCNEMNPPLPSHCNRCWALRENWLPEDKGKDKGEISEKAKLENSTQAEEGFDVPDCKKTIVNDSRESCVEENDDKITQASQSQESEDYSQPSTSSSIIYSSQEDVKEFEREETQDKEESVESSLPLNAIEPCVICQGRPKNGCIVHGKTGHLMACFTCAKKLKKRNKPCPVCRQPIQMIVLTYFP
#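 Material: stable MDM2–luciferase fusion reporter cells / Quantity: 2000 cells/well / Dosing: single 5 µM compound dose, 0.2% final DMSO / Buffer or medium: DMEM / Schedule: 4 h cell settling then 2 h compound exposure, 37 °C / Detection: luminescence with SteadyLite reagent, 15 min at room temperature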
# TNF necrop inh: TNF-alpha cell death inhibition in Jurkat FADD-/- cells | AID 463075 | actives 0.068% (n = 220,000) | Jurkat FADD-/- TNF necroptosis rescue, ATP luminescence, 24 h; 0 = TNF only, 100 = no-TNF cells | activation (protection from cell death), % at 10 µM;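 active = activation, meaning protection from cell death, of at least 50% relative to plate controls; inactive = activation below 50%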;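 also: necroptosis triggered by 40 ng/mL TNF-alpha added together with compound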
# TRPML3 ag: human mucolipin-3 channel agonism; HEK293 TRPML3-YFP, Fluo-8 calcium fluorescence; 100% = the carbachol control signal; activation, % at 3 µM; actives 0.29% (n = 220,000);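 active = activation above its plate's cutoff, the mean activation of the plate's test wells plus 3 SD, cut at about 12% in these data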;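 also: 0% = DMSO only wells and 100% = carbachol wells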
#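 Test system: HEK293 cells stably carrying human TRPML3-YFP; Doses: single dose, 3 µM final nominal compound, 0.3% DMSO final; Schedule: dye loading 1 h 37 °C then 30 min ambient, 125 s read; Technique: Fluo-8 calcium fluorescence; Benchmarks: high control carbachol 87 µM, low control DMSO.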
# * marks the source's active call; other numbers are inactive results; nt = no result given. Compounds were not picked by outcome, and some 5.9% of all compounds hit somewhere here.
SMILES,CHOP inhibitor,EBV gp42 inh,PPC-1+TRAIL kill,p47phox inh,zfTRPN1 agonist,Runt-SMMHC FRET,MDM2 E3 inh,TNF necrop inh,TRPML3 ag
CCn1c2ccccc2c2nnc(NN)nc21,20.2,-7.0,3.5,-9.6,0.3,0.2,8.5,0.6,0.0
COC(=O)c1cc(Cc2ccc(N)c(C(=O)OC)c2)ccc1N,10.9,0.9,8.7,-4.0,-2.5,-3.9,-7.9,-4.3,-0.6
O=C(NCCC1=CCCCC1)C1CCC(CNS(=O)(=O)c2ccccc2)CC1 (centres undefined),27.4,0.6,32.9,8.9,2.1,1.1,-88.0,0.9,0.0
CCc1ccc(NC(=O)C2CCCCC2C(=O)O)cc1 (centres undefined),2.3,-0.3,1.4,-4.2,0.9,-4.3,1.1,0.5,0.4
CC(=O)c1c(N2CCN(Cc3ccccc3)CC2)nc(=S)n(Cc2ccccc2)c1C,1.5,-17.2,36.0,-16.6,0.4,82.4*,2.5,1.0,0.9
CCC(CC)C(=O)N=C1SC2CS(=O)(=O)CC2N1CCc1ccc(OC)c(OC)c1 (centres undefined),-5.0,-9.9,-1.0,6.6,-1.1,-2.4,-14.7,-0.2,-0.3
CCN1CCN(c2nc(N)c([N+](=O)[O-])c(Nc3cccc(C)c3)n2)CC1,24.3,2.4,24.3,-8.2,-1.3,-2.1,-2.9,-0.5,0.6
Cc1ccc2oc(=O)n(Cc3ccccc3OC(C)C)c2c1,84.2*,32.4,24.8,0.9,-1.9,-0.2,-37.8,-1.7,-1.0
Cc1cc(C(=O)N2CCN(c3ncccn3)CC2)cs1,-24.0,-5.5,12.2,-6.0,0.8,0.2,-9.0,-0.6,0.3
COc1ccc(/C(O)=C2/C(=O)C(=O)N(CCCN(C)C)C2c2ccc(C)o2)cc1Cl (centres undefined),14.4,-11.1,-4.0,-8.9,0.4,-7.4,0.5,-0.5,1.0
CC(C(=O)OCC(=O)Nc1ncc(Cl)cc1Cl)N1C(=O)c2ccccc2C1=O (centres undefined),26.7,-6.3,-8.3,-3.5,1.7,0.7,-6.0,-0.8,0.6
C=CCNC(=S)Nc1sc2c(c1C(N)=O)CCCC2,1.0,-13.3,5.0,-8.6,0.1,2.6,-4.2,1.7,0.2
C=CCNS(=O)(=O)c1ccc(OC)c(C)c1,-8.7,-10.8,23.5,-6.1,0.5,-3.9,-0.8,1.2,-1.1
O=[N+]([O-])c1ccc(Oc2c(F)c(F)nc(N3CCCC3)c2F)cc1,26.6,-11.5,9.5,-6.8,0.4,0.1,-5.8,0.2,1.0
Cc1cccc(COCC(CC(C)C)N2CCN(C(=O)c3ccc(C(C)(C)C)cc3)CCC2=O)c1 (centres undefined),71.1*,-5.0,18.1,-1.5,-0.9,-10.9,nt,-1.5,-0.5
O=[N+]([O-])c1cc(C2Nc3cccc4cccc(c34)N2)ccc1Cl,48.9,-10.0,-4.0,-2.8,1.0,-21.7,-10.4,0.9,1.6
CCSc1nc(=S)n(-c2ccccc2)c(C)c1C(C)=O,-27.5,-12.8,-4.6,-0.3,-0.5,-1.4,-4.3,-0.9,0.4
Cc1ccc(-n2nc(-c3ccco3)cc2C(=O)O)c(C)c1,3.6,22.6,1.9,-16.8,0.2,16.3,7.4,-1.3,0.2
O=C(/C=C/c1ccc(N2CCCCC2)c([N+](=O)[O-])c1)c1ccc(O)cc1,-59.4,5.2,20.6,-6.7,-2.4,-4.7,1.6,-8.3,-0.5
Cc1cccc(Oc2ccc(NC(=O)C3CC=CCC3C(=O)O)cc2)c1 (centres undefined),-8.9,-8.8,25.1,-1.4,0.0,-2.4,-7.4,0.2,0.7
COCCN(C(=O)Cn1nnc2ccccc21)C(C(=O)NC1CCCC1)c1cccc(OC)c1OC (centres undefined),5.1,-0.5,8.0,5.5,-0.8,-5.6,-9.7,-2.2,-0.5
CCn1c2ccccc2c2nnc(SCC(=O)N3CC(C)OC(C)C3)nc21 (centres undefined),63.6,-10.4,-9.1,-4.8,1.4,-3.8,-5.7,-5.1,0.2
O=C(N/N=C\c1cccc(Cl)c1)c1ccc(Cn2cc(Br)c([N+](=O)[O-])n2)o1,-29.6,-15.3,14.5,-8.7,-0.1,0.9,3.0,2.8,0.5
CC(Cc1ccccc1)N/C=C1/CC(=O)NC1=O (centres undefined),3.8,-10.3,8.1,-2.4,2.0,-4.0,1.8,0.6,0.5
CCOC(=O)c1ccccc1NC(=O)COC(=O)c1ccc(C)c(S(=O)(=O)N2CCOCC2)c1,-9.1,-26.2,16.7,92.6*,1.6,2.7,-13.2,0.8,0.1
Cc1cc(C)cc(C(=O)Nc2ccc3[nH]c(=O)[nH]c3c2)c1,16.4,9.1,23.0,7.0,-2.2,-5.5,4.7,0.2,0.4
O=C(c1ccncc1)N(Cc1ccccc1)Cc1nc2ccccc2c(=O)[nH]1,50.7,-17.0,13.0,-13.4,0.0,1.4,-4.1,-0.5,0.3
CCOC(=O)CSc1nnc(NC(=O)NC(C)C)s1,-1.4,-24.3,21.4,-18.8,1.2,2.1,-7.5,0.3,1.1
CC(C)n1c(SCC(=O)Nc2ccccc2)nc2c1c(=O)[nH]c(=O)n2C,1.9,-16.7,6.1,-8.4,2.2,-4.4,-7.0,0.5,0.5
Cc1occc1-c1n[nH]c(=S)n1C,-2.8,-1.1,9.9,-7.3,-0.2,1.2,-8.8,0.6,1.0
O=C1CN(C(=O)c2cnccn2)c2ccccc2N1,21.5,-18.4,0.4,-14.5,0.4,-0.5,-27.5,0.8,1.1
COC(=O)C(NC(=O)c1ccccc1)(Nc1cc(C)cc(C)n1)C(F)(F)F (centres undefined),16.9,-10.4,2.2,-7.4,1.2,-0.4,3.2,-2.8,-0.1
CCCS(=O)(=O)c1c(S(=O)(=O)CCC)c2c(C(N)=O)cccn2c1C(=O)c1ccc(F)cc1,5.3,-8.8,-0.4,-12.1,2.1,-2.0,-5.3,1.1,0.6
CCCCCNC(=O)c1ccccc1SC,-18.8,-25.1,-1.5,-12.2,-1.2,-1.7,-0.1,0.8,0.0
Cc1ccccc1Cn1c(=N)n(CC(=O)c2ccco2)c2ccccc21,5.5,5.6,-19.6,-19.6,1.2,0.6,-11.7,-4.7,1.4
Cc1ccc(S(=O)(=O)c2nc(Nc3ccccc3C#N)sc2Cl)cc1,44.8,-2.0,1.4,-5.5,1.3,-9.3,-10.0,1.3,0.7
O=C(/C=C/c1ccco1)Nc1cccc(C(=O)Nc2ccccc2C(=O)O)c1,5.4,-2.9,5.1,-39.0,0.9,6.3,-4.3,0.9,0.0
Cc1ccccc1N/N=C1\CCCNC1=O,2.7,-8.9,14.6,-3.7,1.2,-1.5,-17.5,-2.5,0.4
CC(C)c1ccccc1NC(=O)COC(=O)Cc1c[nH]c2ccccc12,34.8,8.4,-10.6,-8.4,-1.9,0.6,-12.2,0.3,-0.4
COc1ccc([N+](=O)[O-])cc1N(CC(=O)Nc1ccccc1C(=O)NC(C)C)S(C)(=O)=O,-0.3,1.5,20.9,-8.9,-1.5,0.2,-11.3,-0.2,0.1
Cn1nc(Oc2ncc(C(F)(F)F)cc2Cl)cc1C(F)(F)F,35.4,-9.6,-14.2,-5.4,0.5,-1.9,-2.9,0.1,0.1
CCCNC(=O)NCCc1ccncc1,0.0,-17.3,-2.4,-19.6,0.1,0.1,nt,-0.1,0.8
COCCC(=O)NC12CC3CC(CC(C3)C1)C2,-15.0,-31.6,-4.7,-8.3,0.0,-0.3,-7.2,-1.8,0.5
Cc1ccc(S(=O)(=O)c2cccc(S(=O)(=O)N3CCOCC3)c2)cc1S(=O)(=O)N1CCOCC1,-16.1,-15.2,14.5,-10.2,-1.2,3.2,5.4,0.9,-0.7
COC(=O)Cc1cc(=O)oc2cc(OC)ccc12,16.5,0.8,-3.9,-7.6,1.4,2.0,-10.7,-3.5,0.0
CCC(=O)NC(Nc1sc2c(c1C(=O)OC)CCN(C)C2)(C(F)(F)F)C(F)(F)F,-7.6,-3.1,20.1,-3.4,-0.8,61.0*,1.4,-0.8,0.8
O=C(Nc1cc(S(=O)(=O)N2CCCCC2)ccc1N1CCCCC1)C1CC1,18.4,-21.1,1.2,-4.0,-1.3,-0.9,nt,2.8,-0.2
COCCCN1C(=O)c2[nH]nc(-c3ccccc3O)c2C1c1ccc(Cl)cc1 (centres undefined),52.9,8.5,43.7,-14.1,1.5,4.5,-1.5,-5.2,-0.6
CCC(CC)C(=O)Nc1cccc(C(=O)c2ccccc2)c1,29.3,-16.2,2.7,1.6,-0.9,2.5,-7.1,-0.1,0.1
CCCCC(=O)NC(Nc1nc(C2CC2)cs1)(C(=O)OCC)C(F)(F)F (centres undefined),19.9,-9.2,8.7,-7.9,-1.3,-6.0,8.0,2.1,-1.6

# The listing continues.
SMILES,CHOP inhibitor,EBV gp42 inh,PPC-1+TRAIL kill,p47phox inh,zfTRPN1 agonist,Runt-SMMHC FRET,MDM2 E3 inh,TNF necrop inh,TRPML3 ag
CCOCCCNC(=O)C1CCCN(S(=O)(=O)CC)C1 (centres undefined),22.5,-14.2,-2.3,-10.9,1.4,-0.3,-5.9,0.4,1.2
Cc1cccc(Nc2c([N+](=O)[O-])c(=O)oc3ccccc23)c1,22.7,-11.0,2.6,-10.6,-0.1,-4.9,0.0,-0.6,-0.3
COCCCNC(=O)C1CC(=O)N(CCc2ccccc2)C1 (centres undefined),-27.4,-17.3,2.8,-8.3,-0.2,-4.4,-16.9,0.0,1.1
COc1ccccc1C(=O)NC(CCSC)C(=O)OCC(=O)NC(=O)NCc1ccco1 (centres undefined),20.6,11.2,12.1,-6.6,-1.6,-4.2,-10.9,0.0,-0.2
Cc1cnc(SCCc2ccncc2)nc1C,16.7,-21.0,4.3,-12.2,1.7,26.6,2.0,0.4,0.3
CC(=O)NC(Cc1ccccc1)C(=O)N1CCN(C(=O)c2ccco2)CC1 (centres undefined),-4.8,-2.8,27.8,-9.2,1.7,0.5,-14.8,-0.3,1.2

# Runt-SMMHC FRET: what is marked active above.
molecule | CHOP inhibitor | EBV gp42 inh | p47phox inh | Runt-SMMHC FRET | MDM2 E3 inh | TRPML3 ag
CC(=O)c1c(N2CCN(Cc3ccccc3)CC2)nc(=S)n(Cc2ccccc2)c1C | 1.5 | -17.2 | -16.6 | 82.4* | 2.5 | 0.9
CCC(=O)NC(Nc1sc2c(c1C(=O)OC)CCN(C)C2)(C(F)(F)F)C(F)(F)F | -7.6 | -3.1 | -3.4 | 61.0* | 1.4 | 0.8
